# Vif-A3G inh = inhibitors of Vif-APOBEC3G interaction | HeLa A3G-eYFP + Vif (tagged APOBEC3G with the HIV-1 protein that degrades it), YFP fluorescence, overnight | Potency, µM (highest dose often 46.1 µM), inactives show top-dose activity, negative = active, most hits filed as inhibitors | AID 602310 | hit rate 0.076% among 410,000;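 note: % is set by controls: 0 for no effect and ±100 for the full control effect; nearly all actives have a fitted effect of over 60% in size; hits raise eYFP signal because A3G escapes Vif-driven loss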
# Target sequence (Q9HC16 whole entry, looked up): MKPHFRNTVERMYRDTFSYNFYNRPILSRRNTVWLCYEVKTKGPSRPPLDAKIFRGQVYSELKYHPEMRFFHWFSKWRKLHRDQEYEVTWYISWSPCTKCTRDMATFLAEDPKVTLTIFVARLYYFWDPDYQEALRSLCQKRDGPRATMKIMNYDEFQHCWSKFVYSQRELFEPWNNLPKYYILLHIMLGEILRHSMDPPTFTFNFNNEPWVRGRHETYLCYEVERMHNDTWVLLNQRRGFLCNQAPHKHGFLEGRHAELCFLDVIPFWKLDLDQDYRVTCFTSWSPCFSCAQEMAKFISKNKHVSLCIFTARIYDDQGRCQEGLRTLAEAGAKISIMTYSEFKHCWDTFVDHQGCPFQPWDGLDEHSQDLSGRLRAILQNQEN
#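 Read-out is eYFP fluorescence (Ex 488/Em 500-530) from Vif-expressing HeLa A3G-eYFP cells; more signal means A3G escaped Vif-mediated degradation. Cells plated overnight, compound pinned in, incubated overnight at 37 deg C.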
# RXFP1 agonist = RXFP1 (human) receptor agonism; HEK293T-RXFP1 cAMP TR-FRET, 30 min; response scale: percent of porcine relaxin response, buffer zero; Potency, µM (series often up to 57.5 µM), for inactives: at the highest dose activation, most hits filed as activators; hit rate 0.3% among 370,000; note: % is set by controls: 0 for no effect and ±100 for the full control effect; nearly all actives have a fitted effect of over 60% in size; many of its hits are not listed in these tables
#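 cAMP rise read by TR-FRET after 30 min, 37C compound exposure (up to 58 uM) in RXFP1-transfected HEK293 cells with Ro 20174 present. EC50 from Hill-equation fits, with 29 nM porcine relaxin as 100% and buffer as basal.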
# IDH1 R132H inh = blocks human mutant IDH1 R132H enzyme; O75874; hit rate 0.093% among 390,000; Potency, µM (titrated, usually from 76.6 µM), inactives show top-dose activity change, negative = inhibition, actives largely listed as inhibitors; AID 602179; IDH1-R132H enzyme, NADPH consumption, diaphorase/resazurin fluorescence; note: % is set by controls: 0 for no effect and ±100 for the full control effect; nearly all actives have a fitted effect of over 65% in size
#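 IDH1-R132H (0.5 ug/mL) preincubated 30 min with compound, then NADPH (0.016 mM) and alpha-KG (2 mM) added; 80 min at RT, pH 7.5. Remaining NADPH coupled via diaphorase/resazurin to fluorescence (540/590 nm); concentration-response curves normalized to no-enzyme control.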
# TrxR1 substrate = is turned over as a substrate by rat TrxR1; O89049; purified TrxR1 substrate turnover, NADPH consumption readout; Potency, µM (titrated, usually from 114 µM), inactives show at the top dose activity change, negative = substrate turnover; hit rate 0.01% among 390,000; AID 588456; note: % is set by controls: 0 for no effect and ±100 for the full control effect; nearly all actives have a fitted effect of over 50% in size
# Target sequence (O89049 whole entry, looked up): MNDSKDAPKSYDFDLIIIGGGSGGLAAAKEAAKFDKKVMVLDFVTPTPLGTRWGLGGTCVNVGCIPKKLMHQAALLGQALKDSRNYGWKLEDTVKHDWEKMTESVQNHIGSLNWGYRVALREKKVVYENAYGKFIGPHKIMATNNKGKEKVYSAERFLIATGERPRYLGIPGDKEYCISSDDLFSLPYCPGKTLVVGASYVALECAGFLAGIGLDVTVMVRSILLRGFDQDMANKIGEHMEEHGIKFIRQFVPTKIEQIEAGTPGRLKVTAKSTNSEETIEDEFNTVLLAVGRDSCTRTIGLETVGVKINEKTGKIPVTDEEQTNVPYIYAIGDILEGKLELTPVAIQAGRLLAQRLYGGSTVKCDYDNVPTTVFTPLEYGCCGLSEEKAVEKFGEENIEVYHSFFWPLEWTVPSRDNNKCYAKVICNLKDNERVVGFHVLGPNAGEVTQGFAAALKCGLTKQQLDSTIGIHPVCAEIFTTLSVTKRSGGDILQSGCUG
#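 Rat TrxR1, dispensed at 90 nM, was prereduced with 400 uM NADPH (final) for 5 min at ~22 deg C, then incubated with compound 15 min before 400 uM selenite. A first-read NADPH fluorescence drop versus no-compound background flagged substrates.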
# USP1-UAF1 inh = blocks the human USP1/UAF1 deubiquitinase complex; O94782; recombinant USP1/UAF1, Ub-Rhodamine cleavage fluorescence; hit rate 0.23% among 390,000; AID 743255; Potency, µM (highest dose often 57.1 µM), inactives show at the top dose activity change, negative = inhibition, actives largely listed as inhibitors; note: % is set by controls: 0 for no effect and ±100 for the full control effect; nearly all actives have a fitted effect of over 60% in size; inactives centre near -12
#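 Step one: compound is pinned into 1nM USP1/UAF1 in HEPES pH 7.8 buffer with TCEP. Step two: 15 min room-temperature incubation. Step three: Ub-Rho (150nM final) starts cleavage, tracked by fluorescence over six one-minute reads.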
# TrxR1 inh = inhibitors of rat thioredoxin reductase 1. O89049. AID 588453. Potency, µM (top dose mostly 114 µM), for the others: at the top dose activity change, negative = inhibition, most hits filed as inhibitors. recombinant rTrxR1, NADPH fluorescence consumption, selenite substrate. hit rate 1% among 390,000; note: % is set by controls: 0 for no effect and ±100 for the full control effect; nearly all actives have a fitted effect of over 65% in size
#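 Rat TrxR1 (90 nM in the dispensed reagent) was pre-reduced with 400 uM NADPH for 5 min at room temperature, then incubated with compound for 15 min. After 400 uM selenite was added, NADPH fluorescence (Ex 340/Em 450 nm) was followed for 8 min.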
# RGS4 inhibitor = inhibitors of human regulator of G protein signaling 4; P49798; Transcreener GDP fluorescence polarization, RGS4-accelerated GTP hydrolysis; Potency, µM (titrated, usually from 114 µM), without a hit: top-dose activity change, negative = inhibition, hits mostly inhibitors; hit rate 0.039% among 390,000; note: % is set by controls: 0 for no effect and ±100 for the full control effect; nearly all actives have a fitted effect of over 75% in size; some results filed as inactive show a strong effect at the top dose
# Target sequence (P49798 whole entry, looked up): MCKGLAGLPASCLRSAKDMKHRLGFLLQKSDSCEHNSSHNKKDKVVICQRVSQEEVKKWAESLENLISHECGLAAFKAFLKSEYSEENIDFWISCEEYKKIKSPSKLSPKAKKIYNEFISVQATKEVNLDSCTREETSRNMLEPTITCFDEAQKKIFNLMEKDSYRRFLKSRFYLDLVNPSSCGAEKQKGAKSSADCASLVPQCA
#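 MLSMR compounds (23 nl, pin-transferred) preincubated 10 min at room temperature with a 500nM (2x) first reagent, then RGS4 at 900nM (2x) plus Transcreener GDP mix added; fluorescence polarization (620/688 nm) read before and after 90 min at 30 °C.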
# 12-LOX inh = blocks human arachidonate 12S-lipoxygenase | purified 12hLO, xylenol orange hydroperoxide absorbance | P18054 | Potency, µM (series often up to 108 µM), for the others: top-dose activity change, negative = inhibition, actives largely listed as inhibitors | hit rate 1.1% among 580,000 | AID 1671190; note: % is set by controls: 0 for no effect and ±100 for the full control effect
#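 Purified human 12hLO at 150 nM in 25 mM Hepes, 0.01% Triton X-100, pH 7.0, preincubated 15 min at room temperature with compound. Reaction started with 40 uM arachidonic acid, 30 min at room temperature. Hydroperoxide measured by Fe-xylenol orange, 573/405 nm absorbance ratio.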
# Vif-APOBEC3F blk = Vif-A3F binding inhibition; HeLa A3F-eYFP + Vif (tagged APOBEC3F with the HIV-1 protein that degrades it), YFP fluorescence increase; Potency, µM (doses to about 46.1 µM), without a hit: top-dose activity, negative = active; hit rate 0.2% among 390,000; AID 602313; note: % of control where 0% means no effect; nearly all actives have a fitted effect of over 65% in size
#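 Fluorescence increase (Ex 488/Em 500-530) after overnight compound treatment at 37 deg C flags inhibition of Vif-driven A3F-eYFP loss in stable HeLa A3F-eYFP/Vif cells seeded overnight beforehand.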
# * = called active by the depositor; u = inconclusive; x = not tested or not shown; & = joins results of further samples; [ ] = another dose, or the depositor's remark. Calls come from the whole dose curve; as a rule, active = well fitted curve in the direction sought with a large enough effect; inconclusive = small, poorly fitted or top-dose-only effect, or another doubt; inactive = no such curve, though single readings can be large; an effect the other way counts as inactive or inconclusive. Potency is the fitted concentration of half-maximal effect. Some of the compounds tested; the hit share may differ from the screen's.
# Results follow in this order: Vif-A3G inh, RXFP1 agonist, IDH1 R132H inh, TrxR1 substrate, USP1-UAF1 inh, TrxR1 inh, RGS4 inhibitor, 12-LOX inh, Vif-APOBEC3F blk
- O=C(Nc1ccc2ncccc2c1)c1ccccc1Br
  -5%, 1.4%, 6%, -6%[57.1 µM], -28%, 4%[57.1 µM], u, x, 2%
- Oc1ccccc1-c1cc(C(F)(F)F)nc(-c2ccccc2)n1
  -7%, 0.8%, 17%, 1%[57.1 µM], -23%, 4%[57.1 µM], -14%, 7%, -4%
- O=C(CCC(=O)N1CCOc2ccc(Cl)cc21)NCc1ccccc1
  -6%, 1.9%, 0%, 4%[57.1 µM], -17%, 5%[57.1 µM], -24%, 6%, -8%
- O=c1[nH]c(C2CCN(S(=O)(=O)/C=C/c3ccccc3)CC2)nc2c1nnn2Cc1ccc(F)cc1
  9%, -3.6%, -1%, -4%, -27%, -2%, -5%, u, 17%
- Cc1nc2nc[nH]n2c(=O)c1CCC(=O)Nc1ccc(F)cc1
  2%, 4.3%, 11%, 3%, -17%, 20%, -10%, -19%, -13%
- COc1ccc2c(c1)CC(C(=O)Nc1ccc(Br)c(C)c1)CO2 (stereo not given)
  -1%, 6.8%, -11%, 4%[57.1 µM], -22%, 8%[57.1 µM], 0%, 0%, 2%
- CN1CCN(C(=O)c2c(O)c3cccc4c3n(c2=O)CC4)CC1
  0%, 1.7%, 1%, 4%, -19%, -3%, -17%, -12%, -7%
- CCc1cc(C(N)=S)ccn1
  -3%&-4%, 1.5%, -1%&-13%, 6%&-4%, -26%&16%, 7%&-2%, -12%&15%, -27%, 9%&-1%
- Cc1oc2ncnc(N3CCCCC3)c2c1C(=O)NCC1CCN(Cc2cccc(F)c2)CC1
  0%, 1.1%, 2%, 5%, -15%, 12%, -14%, -16%, 6%
- CCCCN(CC)C(=O)CSc1nc2n[nH]c(C)c2c(=N)n1-c1ccc(CC)cc1
  -6%, 2.8%, -8%, -2%[57.1 µM], -35%, 17%[57.1 µM], 26%, -3%, 1%
- Cc1[nH]c2ccc(-c3nnc(SCC(=O)NCc4ccco4)n3Cc3ccccc3)cc2c1C
  1%, -0.5%, -1%, 1%, -1%, -4%, -20%, 136%[activator], -2%
- Cc1ccccc1NC(=S)N(CCN1CCCCCC1)Cc1cccs1
  -11%, -0.8%, -6%, 0%, -25%, -27%, -29%, 10%, 0%
- CCOc1ccc(C=O)cc1CN1CCCCC1
  1%, -3.6%, 2%, -3%[57.1 µM], -7%, 1%[57.1 µM], 18%, 0%, 3%
- CCc1nnc(NS(=O)(=O)c2ccc(N=Cc3c(C)[nH]n(-c4cccc(Cl)c4)c3=O)cc2)s1
  -6%, -3.6%, 1%, -18%, -24%, -20%, -23%, u, 4%
- COc1ccc(/C=C2\SC(=S)N(CCC(=O)Nc3ccccc3C(=O)O)C2=O)cc1
  -1%, -1.0%, -6%, -15%, -18%, -21%, 0%, 0%, -4%

# (listing goes on)
# Results follow in this order: Vif-A3G inh, RXFP1 agonist, IDH1 R132H inh, TrxR1 substrate, USP1-UAF1 inh, TrxR1 inh, RGS4 inhibitor, 12-LOX inh, Vif-APOBEC3F blk
- CSc1nsc(SCC(=O)NC2CCCCC2)n1
  -4%, -1.8%, -2%, 7%[57.1 µM], -2%, 10%[57.1 µM], -10%, 0%, 1%
- COc1cccc(NC(=O)COC(=O)c2c(-c3ccccc3)noc2C)c1
  -7%, 2.4%, 1%, -7%, -2%, 15%[57.1 µM], 11%, 6%, -1%
- COCCNc1oc(-c2ccc(Cl)cc2)nc1C#N
  -3%, 5.3%, 5%, 612%[activator], -17%, 43%[57.1 µM], 6%, u, 3%
- CCN(CC(=O)Nc1cc(S(=O)(=O)N2CCCCC2)ccc1C)Cc1ccccc1
  3%, 2.0%, 0%, -1%[57.1 µM], u, 14%[57.1 µM], -24%, -8%, 4%
- Cc1ccc(NC(=O)c2ccco2)c(NC(=O)C2CCCO2)c1 (stereo not given)
  2%, 0.0%, 14%, 3%, -18%, 10%, -20%, -5%, -6%
- CC(C)(C)Cc1nnc(NC(=O)c2ccc3c(c2)OCO3)s1
  1%, 3.9%, -2%, 5%, -14%, 17%, u, 16%, -10%
- O=C(O)CSCC(=O)N1CCN(c2ncnc3scc(-c4ccccc4)c23)CC1
  1%, 0.0%, -9%, -9%, -3%, -3%, 20%, -3%, -2%
- O=C(c1ccccc1F)N1CCOCC1
  0%, -0.3%, 7%, 2%, -18%, 27%, -1%, -2%, 1%
- Cc1c(C(=O)O)cccc1-n1c(C)cc(C=O)c1C
  1%, 1.0%, 0%, 0%, -15%, 25%, 19%, -7%, -3%
- COc1ccc(C2/C=C\CN(C(=O)CC(C)(C)C)C(C)C(=O)N2Cc2ccc(F)cc2)cc1 (stereo not given)
  -1%, x, x, -2%, x, 6%, -2%, x, x
- CC1CCc2nc(NC(=O)C3CCCO3)sc2C1 (stereo not given)
  2%, 0.4%, 7%, 5%, -3%, -5%, -32%, u, 8%
- CCCCN1C(=O)C(CC(=O)NC2CCCCC2)CC(C(=O)N(C(C)C)C(C)C)=C1C (stereo not given)
  0%, x, -4%, x, -31%, x, x, -75%, 7%
- Cc1cc(C)cc(NC(=S)NCCN2CCOCC2)c1
  -8%, x, 2%, 10%, -16%, -11%, 15%, 0%, 9%
- COc1cc(C(=O)NC(=S)NCc2ccco2)cc(OC)c1OC
  0%, -0.1%, 2%, 5%, -1%, -21%, -11%, u, -2%
- Cc1onc(-c2ccccc2Cl)c1C(=O)NCC(=O)O
  3%, 0.7%, 1%, 1%, -11%, 8%, 7%[56.9 µM], 0%, -4%

# (more compounds)
# Results follow in this order: Vif-A3G inh, RXFP1 agonist, IDH1 R132H inh, TrxR1 substrate, USP1-UAF1 inh, TrxR1 inh, RGS4 inhibitor, 12-LOX inh, Vif-APOBEC3F blk
- COc1ccccc1C1C(C(N)=O)=C(C)Nc2nc(SCc3ccccc3F)nn21 (stereo not given)
  -6%, -1.6%, 28%, 3%, -8%, 21%, -9%, -7%, -12%
- Cc1cnc(C(=O)OCC(=O)c2ccc(Br)s2)cn1
  2%, u, -9%, -4%[57.1 µM], 0%, -5%[57.1 µM], 9%, -23%, -26%
- Cn1nc(C(=O)Nc2ccccc2Cl)cc1C(=O)Nc1ccccc1Cl
  0%, x, -4%, 1%, -9%, 22%, -3%, u, -4%
- O=C1[C@H]2[C@@H](c3ccc(F)cc3)N3C(=O)N(c4cccc(Cl)c4)C(=O)[C@@]3(Cc3ccccc3)[C@H]2C(=O)N1C1CCCCC1
  1%, -2.6%, 3%, 3%[57.1 µM], u, 40%, 11%, -4%, 5%
- O=S(=O)(N/N=C/c1ccc(F)cc1)c1ccccc1
  0%, 2.5%, 18%, 7%[57.1 µM], -12%, 18%[57.1 µM], 14%, -7%, 15%
- Cc1cnn(CCC(=O)NNC(=S)Nc2cccc(Cl)c2)c1
  -1%, 0.6%, 0%, 6%, -9%, -15%, -46%, 24%, 4%
- O=C(N/C(=C/c1cccs1)C(=O)N1CCCC1)c1ccccc1
  -1%, -1.0%, 3%, 8%[57.1 µM], 1%, -6%, -1%, 2%, 0%
- COc1ccc(S(=O)(=O)N(C)CC(=O)Nc2ccc(C(F)(F)F)cc2)cc1Cl
  -1%, -1.3%, -1%, -4%, 5%, -3%, 8%, 2%, -11%
- O=C(O)C1CCN(c2ccc(S(=O)(=O)N3CCCCC3)cc2[N+](=O)[O-])CC1
  0%, -1.3%, 2%, -9%, -8%, -5%, 5%, 0%, -6%

# Nine compounds from above, ordered by molecular weight, rising.
# Results follow in this order: Vif-A3G inh, RXFP1 agonist, IDH1 R132H inh, TrxR1 substrate, USP1-UAF1 inh, TrxR1 inh, RGS4 inhibitor, 12-LOX inh, Vif-APOBEC3F blk
- O=S(=O)(N/N=C/c1ccc(F)cc1)c1ccccc1
  0%, 2.5%, 18%, 7%[57.1 µM], -12%, 18%[57.1 µM], 14%, -7%, 15%
- Cc1cc(C)cc(NC(=S)NCCN2CCOCC2)c1
  -8%, x, 2%, 10%, -16%, -11%, 15%, 0%, 9%
- Cc1onc(-c2ccccc2Cl)c1C(=O)NCC(=O)O
  3%, 0.7%, 1%, 1%, -11%, 8%, 7%[56.9 µM], 0%, -4%
- Cc1cnn(CCC(=O)NNC(=S)Nc2cccc(Cl)c2)c1
  -1%, 0.6%, 0%, 6%, -9%, -15%, -46%, 24%, 4%
- Cc1cnc(C(=O)OCC(=O)c2ccc(Br)s2)cn1
  2%, u, -9%, -4%[57.1 µM], 0%, -5%[57.1 µM], 9%, -23%, -26%
- COc1cc(C(=O)NC(=S)NCc2ccco2)cc(OC)c1OC
  0%, -0.1%, 2%, 5%, -1%, -21%, -11%, u, -2%
- Cn1nc(C(=O)Nc2ccccc2Cl)cc1C(=O)Nc1ccccc1Cl
  0%, x, -4%, 1%, -9%, 22%, -3%, u, -4%
- O=C(O)C1CCN(c2ccc(S(=O)(=O)N3CCCCC3)cc2[N+](=O)[O-])CC1
  0%, -1.3%, 2%, -9%, -8%, -5%, 5%, 0%, -6%
- COc1ccccc1C1C(C(N)=O)=C(C)Nc2nc(SCc3ccccc3F)nn21 (stereo not given)
  -6%, -1.6%, 28%, 3%, -8%, 21%, -9%, -7%, -12%

# Screening data: PubChem, National Center for Advancing Translational Sciences (NCATS)
